# High-throughput results: PubChem, several laboratories
# TR-FRET SRC-2 ct = counter-screen for PPARgamma SRC-2 recruitment agonists: TR-FRET artefact | hit rate 0.4% among 200,000 | active compounds read high | TR-FRET ratio at 8 µM; in the data active = TR-FRET ratio above about 2000; note: inactives centre near 1500; reference of the scale not given here
# Lmaj promast = inhibitors of Leishmania major promastigote growth. Leishmania major promastigotes, resazurin fluorescence viability. inhibition, % at 10 µM. hit rate 9% among 200,000; in the data active = inhibition above about 50%;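 note: promastigotes grown with compound for 44 hours at 28 °C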
# PPARg SRC2 recr = agonists of SRC-2 recruitment by human PPARgamma; P37231; hit rate 0.34% among 200,000; activation, % at 8 µM; PPARgamma LBD-SRC-2 recruitment, biochemical; in the data active = activation above about 22%;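 note: 0% = vehicle and 100% = reference agonist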
# Target sequence (P37231 whole entry, looked up, the tested form may be a part): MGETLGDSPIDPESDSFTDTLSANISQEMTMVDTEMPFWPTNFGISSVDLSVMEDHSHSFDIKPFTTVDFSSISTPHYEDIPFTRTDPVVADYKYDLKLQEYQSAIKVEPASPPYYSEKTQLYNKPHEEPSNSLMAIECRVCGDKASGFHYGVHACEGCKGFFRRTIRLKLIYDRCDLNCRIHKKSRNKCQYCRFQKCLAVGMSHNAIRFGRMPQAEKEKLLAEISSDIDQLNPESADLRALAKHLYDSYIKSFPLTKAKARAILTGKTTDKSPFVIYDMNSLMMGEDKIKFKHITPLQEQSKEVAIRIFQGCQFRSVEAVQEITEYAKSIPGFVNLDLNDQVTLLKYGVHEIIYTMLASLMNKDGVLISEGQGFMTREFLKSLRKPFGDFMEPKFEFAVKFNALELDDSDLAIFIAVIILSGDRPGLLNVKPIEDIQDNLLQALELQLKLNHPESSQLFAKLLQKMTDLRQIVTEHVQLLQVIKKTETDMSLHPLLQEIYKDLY
# bIAP inh = blocks bovine intestinal alkaline phosphatase activity. purified bovine IAP, CDP-star luminescence, 30 min. inhibition, % at 20 µM. 190,000 tested, under 10 active;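 active = over 50% inhibition of intestinal alkaline phosphatase at 20 µM in the single-dose screen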
#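 Assay system – bovine IAP enzyme · Quantity – bovine IAP at 1/65,000,000 final dilution · Detection – CDP-star luminescence signal · Times – 30 min reaction at room temperature · Also added – CDP-star substrate at 30 µM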
# TLR4-MyD88 BLA = inhibitors of human TLR4-MyD88 binding; HeLa CL3-4 TLR4/MyD88 BLA complementation, FRET ratio; inhibition, % at 8.4 µM; hit rate 0.18% among 200,000; AID 861; in the data active = inhibition above about 25%;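 note: 0% = vehicle and 100% = reference inhibitor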
# PPARg SRC1 recr = promotes SRC-1 coactivator recruitment by human PPARgamma. P37231. PPARgamma-SRC-1 coactivator recruitment biochemical assay. activation, % at 8 µM. hit rate 0.41% among 200,000. AID 631; in the data active = activation above about 19%;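 note: 0% = DMSO and 100% = reference agonist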
# DTT redox prof = compounds producing H2O2 with reducing agent – biochemical, NIH compound library profiling, artefact control for MLSCN library redox annotation, primary screen; DTT-dependent redox cycling H2O2, phenol red/HRP absorbance; 100% = 100 µM peroxide control, 0% = buffer; hit rate 0.03% among 200,000; activation, % at 10 µM;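 active = activation of at least 50% relative to the plate's high and low controls in the primary single-dose screen; inactive = activation below 50%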;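 note: compound incubated with DTT at 0.8 mM final as the reducing agent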
# bIAP act = increases bovine intestinal alkaline phosphatase activity; purified bovine IAP, CDP-star luminescence, 30 min; active compounds read high; fold of DMSO-control signal, blank-subtracted; activation factor at 20 µM; hit rate 0.17% among 200,000; AID 1016;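 active = activation factor of 2 or more at 20 µM, a signal rise over negative controls twice the positive control's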
# S1P3 antagonist = S1P3 (human) receptor antagonism | Q99500 | inhibition, % at 4.98 µM | hit rate 0.27% among 170,000 | CHO S1P3 NFAT-BLA reporter, FRET fluorescence, antagonist mode;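 active = inhibition above the plate cutoff, the mean inhibition of test wells on that plate plus 3 SD, cut at about 28% in these data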;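 note: cells challenged with S1P at its EC80 of 0.8 µM; blue over green emission ratio from cleaved BLA substrate after 4 h stimulation; 0% = S1P-stimulated wells and 100% = unstimulated DMSO-only wells; some compounds past the cut are filed as inactive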
# ROMK primary = human ROMK K+ channel modulation, primary screen; Tet-inducible ROMK, thallium flux fluorescence; actives lie on both sides; B-score at 10 µM; hit rate 2% among 130,000;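 active = signal ratio slope over the read window, or its plate-corrected B-score, at least 3 SD from the plate mean, either direction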;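 note: B-score of the F/F0 ratio slope over 7 to 12 s after thallium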
# Target sequence (P48048 whole entry, looked up): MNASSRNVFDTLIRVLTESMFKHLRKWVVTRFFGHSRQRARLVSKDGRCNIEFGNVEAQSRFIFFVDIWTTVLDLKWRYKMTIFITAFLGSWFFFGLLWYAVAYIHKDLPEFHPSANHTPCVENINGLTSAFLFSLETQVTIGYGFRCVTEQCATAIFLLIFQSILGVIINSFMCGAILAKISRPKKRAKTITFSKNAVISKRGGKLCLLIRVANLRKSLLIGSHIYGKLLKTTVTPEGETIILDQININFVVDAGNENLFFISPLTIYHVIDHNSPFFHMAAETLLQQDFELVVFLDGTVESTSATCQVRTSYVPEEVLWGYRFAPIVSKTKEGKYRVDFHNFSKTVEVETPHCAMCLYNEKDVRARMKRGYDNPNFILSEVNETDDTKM
# PPARg SRC-3 ag = promotes SRC-3 coactivator recruitment by human PPARgamma. hit rate 0.26% among 200,000. activation, % at 8 µM. P37231. biochemical PPARgamma/SRC-3 coactivator recruitment assay; in the data active = activation above about 23%;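 note: 0% = DMSO and 100% = reference agonist; some compounds past the cut are filed as inactive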
# * marks the source's active call; other numbers are inactive results; x = not tested or not shown.
SMILES,TR-FRET SRC-2 ct,Lmaj promast,PPARg SRC2 recr,bIAP inh,TLR4-MyD88 BLA,PPARg SRC1 recr,DTT redox prof,bIAP act,S1P3 antagonist,ROMK primary,PPARg SRC-3 ag
N#Cc1ccccc1NC(=O)Nc1ccccc1,1436,0,-1,0,14,2,-1.9,1,-2,0.089,4
COc1ccccc1C(=O)C1CCCN(C(=O)c2cccc(-n3cccn3)c2)C1 (stereo not given),1756,50,-6,3,17,-2,-0.3,1,-19,x,3
O=C(O)CCCn1cc(NC(=O)c2ccc(F)cc2)cn1,1583,-6,-3,-7,5,2,-0.7,1.1,-4,0.2,-2
CCOc1ccc(-c2cc(CCCC(=O)NCc3ccc(C)cc3)no2)cc1,1658,-1,11,5,-7,6,-1.1,1,x,x,15
CC1=CC(C)(C)NC(=S)N1c1cccc(C)c1,1386,0,-5,1,-9,-7,1.8,1,x,x,-8
COc1ccc(C(=O)NCC(=O)OCC(=O)N2CCc3ccccc32)cc1,1404,-2,-10,9,2,-4,0.0,0.9,-7,-0.4,0
COc1ccccc1/C=N/NC(=Nc1ccc(C)cc1)c1nc2ccccc2s1,1366,26,-6,18,2,-2,5.7,0.8,x,x,-9
Cc1cc(F)c(F)c(C(=O)N2C(C)CCCC2C)c1Cl (stereo not given),1533,-3,7,-2,-3,6,-0.4,1,-29,-0.61,1
CC(=O)c1cccc(NC(=O)N2CCCC2C(=O)Nc2ccccc2C)c1 (stereo not given),1600,1,-1,2,2,-1,-3.6,1,-31,x,13
COc1ccc(OC(=O)CN2C(=O)C3C4CCC(C4)C3C2=O)cc1 (stereo not given),1356,2,-2,-19,-9,-13,0.0,1.2,-9,-0.031,-3
CCN(CC)Cc1cc(CCNC(=O)c2ccc(Cl)cc2)ccc1O,1634,-4,7,20,-3,3,0.2,0.8,x,-0.66,-1
S=C(NCc1ccco1)N1CCN(Cc2ccc(Cl)cc2Cl)CC1,1511,6,4,0,-1,6,8.4,1,x,x,13
CCOC(=O)c1cc2c(ccn2C)n1CC(=O)N1CCN(c2ccc(F)cc2)CC1,1590,-4,-1,1,2,3,0.5,1,2,-0.084,-4
CC1CCN(c2nc(CN3CCCCC3)nc3scc(-c4ccccc4)c23)CC1,1484,91*,6,7,4,0,-0.7,0.9,13,x,2
CNC(=O)c1csc(-c2ccc(Cl)cc2)n1,1447,-9,-5,4,-6,6,0.6,1,-3,0.43,2
OCCNC(=S)NCCc1ccccc1,1536,-8,2,-2,1,6,-0.5,1,-20,0.052,0
CCNC(=O)COC(=O)c1ccc(-n2nc(C)cc2C)cc1,1564,-7,-1,6,4,11,-0.6,0.9,3,0.017,-1
COc1ccc(CCNC(=O)CSCc2ccc([N+](=O)[O-])cc2)cc1,1720,0,-2,1,-18,5,-0.1,1,6,0.015,3
CC(C)(C)c1cc2cccnc2n1Cc1ccccc1,1513,14,3,-1,-1,0,22,1,x,x,3
O=C(Nc1ccc2c(c1)OCO2)C(c1ccc(Cl)cc1)N1CCN(C(=O)c2ccco2)CC1 (stereo not given),1456,50*,4,-42,-7,-1,2.2,1.4,3,x,0

# Grouped by structure, the entries above with a furan ring, fused or not.
SMILES,TR-FRET SRC-2 ct,Lmaj promast,PPARg SRC2 recr,bIAP inh,TLR4-MyD88 BLA,PPARg SRC1 recr,DTT redox prof,bIAP act,S1P3 antagonist,ROMK primary,PPARg SRC-3 ag
S=C(NCc1ccco1)N1CCN(Cc2ccc(Cl)cc2Cl)CC1,1511,6,4,0,-1,6,8.4,1,x,x,13
O=C(Nc1ccc2c(c1)OCO2)C(c1ccc(Cl)cc1)N1CCN(C(=O)c2ccco2)CC1 (stereo not given),1456,50*,4,-42,-7,-1,2.2,1.4,3,x,0

# Random excerpt: 2 compounds from above, in no set order.
SMILES,TR-FRET SRC-2 ct,Lmaj promast,PPARg SRC2 recr,bIAP inh,TLR4-MyD88 BLA,PPARg SRC1 recr,DTT redox prof,bIAP act,S1P3 antagonist,ROMK primary,PPARg SRC-3 ag
CCOC(=O)c1cc2c(ccn2C)n1CC(=O)N1CCN(c2ccc(F)cc2)CC1,1590,-4,-1,1,2,3,0.5,1,2,-0.084,-4
S=C(NCc1ccco1)N1CCN(Cc2ccc(Cl)cc2Cl)CC1,1511,6,4,0,-1,6,8.4,1,x,x,13

# (listing goes on)
SMILES,TR-FRET SRC-2 ct,Lmaj promast,PPARg SRC2 recr,bIAP inh,TLR4-MyD88 BLA,PPARg SRC1 recr,DTT redox prof,bIAP act,S1P3 antagonist,ROMK primary,PPARg SRC-3 ag
COc1ccc(C2C(C(=O)N3CCN(c4ccccn4)CC3)CCC(=O)N2c2cc(OC)c(OC)c(OC)c2)cc1 (stereo not given),1518,-5,3,-1,4,1,0.3,1,-8,0.29,-1
COc1ccc(CCn2c(C)cc(C(=O)CSc3nnc(N)s3)c2C)cc1,1458,9,4,-3,14,5,0.1,1,-6,-0.048,-18
C=CCNCCCOc1ccc(C(C)(C)c2ccccc2)cc1,1578,100*,9,0,8,7,0.1,1,-17,0,6
Cc1ccc(N(CC(=O)NCc2ccncc2)S(C)(=O)=O)cc1Cl,1546,4,0,-1,7,-4,-1.2,1,19,0.087,5
CCN(CC)S(=O)(=O)c1ccc2oc(SCC(=O)NCc3ccccc3)nc2c1,1528,14,1,5,8,4,0.3,1,x,0.52,-6
CCOC(=O)C1CCN(S(=O)(=O)c2cccc(-c3cn4cccc(C)c4n3)c2)CC1,1723,-1,19,7,3,6,1.9,0.9,-4,x,4
CCOC(=O)c1cnc(-c2ccccc2)nc1Oc1ccc(Cl)c(Cl)c1,1470,-6,10,7,3,11,2.3,0.9,x,x,0
Cc1ccccc1NS(=O)(=O)c1cc(C(=O)Nc2ccccc2-c2ccccc2)ccc1Cl,1581,9,9,7,-1,5,-4.5,0.9,x,x,11
CCOC(=O)c1cnn(-c2c(Cc3ccccc3)c(C)nc3c(-c4ccccc4)c(C)nn23)c1N,1687,37,11,8,-4,5,-0.3,0.9,x,x,14
CCOc1c(Br)ccc2c1sc1nc[nH]c(=O)c12,1535,1,-8,0,-11,-5,2.5,1,-11,x,-4
O=S(=O)(NCCCN1CCOCC1)c1ccc2c(c1)OCCO2,1681,7,3,0,-16,12,-0.6,1,-8,0.84,3
Cc1ccc(CN(C(=O)C(F)(F)F)C(C(=O)NC2CCCCC2)c2ccco2)cc1 (stereo not given),1424,39,-14,15,4,-8,-0.6,0.8,x,-0.071,-2
CC(C)CCN1CCN(Cc2cccc(C(F)(F)F)c2)CC1CCO (stereo not given),1647,92*,4,-6,-76,2,0.3,1.1,7,-2,3
COc1ccc(NCC(=O)N2CCCC2)cc1Cl,1621,4,6,11,8,-2,0.1,0.9,-8,x,1
Cc1cc2cc(OCC(=O)O)ccc2n1C,1411,-3,-1,-16,-8,2,-0.2,1.2,3,x,1
Nc1c(C(=O)NCCN2CCOCC2)c2nc3ccccc3nc2n1CCc1ccccc1F,1636,65*,6,-24,-15,11,0.4,1.2,-26,x,5
Cc1cccc(NC(=O)C(C)n2cc([N+](=O)[O-])cn2)n1 (stereo not given),1599,0,-6,0,-29,5,-0.9,1,1,0.51,4
Cc1ccc(N2CCN(C(=S)Nc3ccccc3)CC2)cc1,1588,3,-9,12,-2,-6,-0.2,0.9,-5,0,-1
C(=N\Nc1nc(Nc2ccccc2)nc(N2CCOCC2)n1)/c1c[nH]c2ccccc12,1594,97*,2,-7,11,-10,-5.2,1.1,x,x,6
O=C(CSc1nnc(-c2ccccn2)n1Cc1ccccc1)N1CCOCC1,1503,-2,3,-8,4,0,-1.5,1.1,-19,0.00021,0

# Entries shown so far that contain a CF3 group, in the order listed:
SMILES,TR-FRET SRC-2 ct,Lmaj promast,PPARg SRC2 recr,bIAP inh,TLR4-MyD88 BLA,PPARg SRC1 recr,DTT redox prof,bIAP act,S1P3 antagonist,ROMK primary,PPARg SRC-3 ag
Cc1ccc(CN(C(=O)C(F)(F)F)C(C(=O)NC2CCCCC2)c2ccco2)cc1 (stereo not given),1424,39,-14,15,4,-8,-0.6,0.8,x,-0.071,-2
CC(C)CCN1CCN(Cc2cccc(C(F)(F)F)c2)CC1CCO (stereo not given),1647,92*,4,-6,-76,2,0.3,1.1,7,-2,3

# Additional results:
SMILES,TR-FRET SRC-2 ct,Lmaj promast,PPARg SRC2 recr,bIAP inh,TLR4-MyD88 BLA,PPARg SRC1 recr,DTT redox prof,bIAP act,S1P3 antagonist,ROMK primary,PPARg SRC-3 ag
Cc1ccc(S(=O)(=O)NCCC(=O)N2CCCCC2)cc1,1334,-4,-5,4,-1,-5,-0.2,1,x,-0.016,-15
O=C(CSc1nccn1-c1ccccc1)NCc1ccc2c(c1)OCO2,1380,1,1,5,-3,-4,0.1,1,9,0.38,-10
S=c1sc2c(N3CCOCC3)ncnc2n1-c1ccccc1,1756,-8,7,-13,-9,0,-0.7,1.1,-24,x,2
Cc1cccc(OC(=O)c2cn(C)nc2C(F)(F)F)c1C,1398,1,-8,4,-2,-7,0.1,1,x,0.045,-3
COC(=O)Cn1c2ccc(OC)cc2c2nc3ccccc3nc21,1603,-2,1,8,-22,6,-1.1,0.9,9,-1.3,4
CC(C)N(C(=O)COC(=O)CNS(=O)(=O)c1ccccc1F)c1ccccc1,1510,-6,2,-21,-8,5,-3.1,1.2,-6,-0.23,0
O=C(O)c1ccc(C2CCCCC2)cn1,1554,-6,4,-2,-11,4,1.0,1,x,0.01,3
O=C(c1ccc(OC2CCN(C(=O)c3cccnc3)CC2)cc1)N1CCCCCC1,1516,-4,-7,1,-4,7,6.2,1,-1,-0.63,0
O=C(NCc1ccccc1)c1ccco1,1533,0,-7,13,16,0,0.7,0.9,x,0.27,7
O=c1cc(CNc2ccc(Br)cc2)nc2sccn12,1540,71*,-10,8,1,2,0.1,0.9,-1,x,2
COc1ccc(CC(=O)Nc2nnc(C)s2)cc1,1495,-7,-2,-9,-8,2,-0.1,1.1,x,0.15,5
COc1cccc(N(CC(=O)Nc2ccc3c(c2)OCO3)S(=O)(=O)c2ccccc2)c1,1549,15,7,3,-10,0,-0.1,1,x,-0.11,-5
O=C(Nc1ccccc1)Nc1nnc(/C=C/c2ccccc2Cl)s1,1522,-9,-10,-1,1,-5,0.3,1,3,x,1
O=C(COC(=O)C12CC3CC(CC(C3)C1)C2)Nc1ncc(Cl)cc1Cl,1652,-1,-2,14,20,-1,-0.5,0.9,x,-2,1

# An excerpt of the results above, as a working copy:
SMILES,TR-FRET SRC-2 ct,Lmaj promast,PPARg SRC2 recr,bIAP inh,TLR4-MyD88 BLA,PPARg SRC1 recr,DTT redox prof,bIAP act,S1P3 antagonist,ROMK primary,PPARg SRC-3 ag
COc1ccc(CC(=O)Nc2nnc(C)s2)cc1,1495,-7,-2,-9,-8,2,-0.1,1.1,x,0.15,5
COc1cccc(N(CC(=O)Nc2ccc3c(c2)OCO3)S(=O)(=O)c2ccccc2)c1,1549,15,7,3,-10,0,-0.1,1,x,-0.11,-5
